Screening data (PubChem BioAssay)
SENP7 block: SENP7 protease inhibitors, primary screen, biochemical, luminescence, uHTS | Sentrin-specific protease 7 (Homo sapiens), Q9BQF6 | recombinant SENP7, Z-RLRGG-aminoluciferin luminescence, 40 min | inhibition, % at 5 µM | actives 1.5% (n = 330,000) | AID 434973, 2010;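 active = inhibition above about 50% at the single test dose, limit read from the data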;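 also: plate controls were DMSO with enzyme for no effect and no enzyme buffer wells for full effect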
SENP8 block: SENP8 protease inhibitors, primary screen, biochemical, luminescence | inhibition, % at 10 µM | purified SENP8, Z-RLRGG-aminoluciferin cleavage | Sentrin-specific protease 8 (Homo sapiens), Q96LD8 | AID 2540, 2010 | actives 1.2% (n = 330,000)
Apaf-1 inh: inhibitors of human Apaf-1 apoptosome, primary screen, biochemical, DEVD-Rh110 fluorescence, uHTS; Apoptotic protease-activating factor 1 (Homo sapiens), O14727; reconstituted apoptosome caspase-3 activity; inhibition, % at 20 µM; actives 0.71% (n = 330,000); AID 489030, 2010; active = inhibition of at least 40% at 20 µM;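 also: plate controls were DMSO wells for no effect and DEVD-CHO caspase inhibitor wells for full effect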
Target sequence (O14727 whole entry, looked up): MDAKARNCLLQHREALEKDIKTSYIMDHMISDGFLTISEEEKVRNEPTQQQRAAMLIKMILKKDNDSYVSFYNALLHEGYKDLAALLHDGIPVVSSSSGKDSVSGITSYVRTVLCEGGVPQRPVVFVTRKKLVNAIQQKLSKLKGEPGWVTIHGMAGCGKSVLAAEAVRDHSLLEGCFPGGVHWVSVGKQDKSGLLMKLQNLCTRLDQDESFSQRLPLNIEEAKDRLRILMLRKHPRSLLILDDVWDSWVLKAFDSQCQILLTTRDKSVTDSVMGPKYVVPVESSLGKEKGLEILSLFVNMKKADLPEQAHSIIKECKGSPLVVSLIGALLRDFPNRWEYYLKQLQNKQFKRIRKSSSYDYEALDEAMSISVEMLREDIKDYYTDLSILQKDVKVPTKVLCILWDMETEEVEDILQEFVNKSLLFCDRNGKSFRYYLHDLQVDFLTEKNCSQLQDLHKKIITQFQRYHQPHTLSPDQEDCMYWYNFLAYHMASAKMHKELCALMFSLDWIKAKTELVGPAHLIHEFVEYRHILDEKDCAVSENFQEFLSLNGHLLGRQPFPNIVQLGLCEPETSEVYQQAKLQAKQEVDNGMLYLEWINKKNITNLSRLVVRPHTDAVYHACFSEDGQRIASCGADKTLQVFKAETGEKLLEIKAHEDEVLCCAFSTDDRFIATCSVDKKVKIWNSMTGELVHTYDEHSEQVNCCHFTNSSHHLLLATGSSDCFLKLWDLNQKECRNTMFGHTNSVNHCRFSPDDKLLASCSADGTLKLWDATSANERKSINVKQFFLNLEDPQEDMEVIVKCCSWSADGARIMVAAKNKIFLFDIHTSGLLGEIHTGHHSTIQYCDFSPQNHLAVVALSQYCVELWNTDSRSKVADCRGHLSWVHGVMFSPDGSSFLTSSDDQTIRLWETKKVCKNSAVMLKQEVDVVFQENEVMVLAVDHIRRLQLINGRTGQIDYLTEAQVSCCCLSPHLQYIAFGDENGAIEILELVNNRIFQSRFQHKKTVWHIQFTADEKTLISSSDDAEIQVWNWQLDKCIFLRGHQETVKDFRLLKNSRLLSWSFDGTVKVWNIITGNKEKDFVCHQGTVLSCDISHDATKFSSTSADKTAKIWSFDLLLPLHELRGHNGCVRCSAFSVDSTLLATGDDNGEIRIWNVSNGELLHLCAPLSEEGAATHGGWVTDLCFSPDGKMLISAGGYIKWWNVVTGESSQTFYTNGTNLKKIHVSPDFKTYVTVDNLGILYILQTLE
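System: Apoptosome proteins | Medium: Hepes pH 7.5 with detergent and BSA | Also added: Cytochrome c trigger plus (Z-DEVD)2-Rh110 caspase-3 substrate | Incubation: 30 min compound preincubation, 50 min activation, room temperature | Detection: Rhodamine 110 fluorescence at Ex 480/Em 540 nm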
Gli-Sufu antag: Gli-Sufu pathway antagonists, primary screen, luciferase luminescence, Sufu-KO-LIGHT cells, uHTS | Sufu-KO-LIGHT fibroblasts, Gli luciferase reporter luminescence | inhibition, % at 5 µM | actives 0.74% (n = 340,000) | AID 588413, 2011;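 active = inhibition above about 55%, limit read from the data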;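 also: 0% = DMSO-treated cells and 100% = wells with medium but no cells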
697 NFkB inh: inhibitors of PMA/ionomycin-induced NF-kB reporter, 697 cells, primary screen, B-cell NF-kB inhibitor project, cell-based, luminescence, uHTS; AID 435022, 2010; 697 B-cell NF-kB luciferase reporter, 16 h; actives 0.33% (n = 330,000); inhibition, % at 4 µM; in the data active = inhibition above about 35%
Jurkat NFkB inh: inhibitors of induced NF-kB luciferase reporter, primary screen, TCR NF-kB activation inhibitor project, cell-based, luminescence, uHTS. Jurkat, PMA/ionomycin-induced NF-kB luciferase reporter. inhibition, % at 4 µM. actives 0.53% (n = 330,000). AID 435003, 2010
UBC13 polyUb: UBC13 polyubiquitin chain formation inhibitors, primary screen, biochemical, TR-FRET, uHTS; inhibition, % at 20 µM; AID 485273, 2010; actives 0.47% (n = 330,000); in the data active = inhibition above about 45%, passing the limit was not always enough; inconclusive = no clear call, values can overlap the other calls
HKDC1 inh: HKDC1 hexokinase inhibitors, primary screen, biochemical, fluorescence, uHTS. AID 493160, 2011. recombinant HKDC1, G6PDH/diaphorase resazurin coupled fluorescence. Q2TB90. inhibition, % at 20 µM. actives 0.16% (n = 340,000);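 active = inhibition above about 35% when tested at 20 µM, limit read from the data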;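 also: plate controls were DMSO wells with enzyme for no effect and DMSO wells lacking enzyme for full effect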
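Test system: HK5 enzyme. Quantity: 5 µg/mL HK5 final. Reagent: glucose and ATP substrates. Schedule: 90 min reaction incubation at room temperature, dark. Technique: resazurin-to-resorufin fluorescence via G6PDH and diaphorase coupling, 525/613 nm. Control set: DMSO wells with and without enzyme mix.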
* hit, by the source's call; ? = inconclusive. Rule as the data show it, unless noted: active = inhibition above about 50%; inactive = the rest.

SMILES	SENP7 block	SENP8 block	Apaf-1 inh	Gli-Sufu antag	697 NFkB inh	Jurkat NFkB inh	UBC13 polyUb	HKDC1 inh
Cc1ccc(CSc2nnc(SCC(=O)N/N=C/c3ccc(C(=O)O)cc3)s2)cc1	55*	72*	-11	-19	28	-26	5	4
O=C(NC1CC1)C1CCC(=O)N1C1CCCC1 (configuration not stated)	-9	-7	-7	-11	-17	-2	-1	-8
N#Cc1cc2[nH]c3ccccc3c2[n+](-c2ccc([N+](=O)[O-])cc2)c1N	-8	8	-4	9	-12	7	-5	-4
CCc1nnc(NC(=O)C2(C)COC(c3ccccc3)OC2)s1 (configuration not stated)	-4	-2	-14	7	15	17	3	-4
O=C(CC1C(=O)NCCN1CCCc1ccccc1)NCCc1ccccc1F (configuration not stated)	2	-3	27	-3	-13	-19	10	-10
CCCc1nc2c(sc3nc4c(cc32)COC(C)(C)C4)c(=O)n1CCN(C)C	9	0	4	5	-16	-7	-3	0
O=C(Cc1ccccc1)Nc1ccccc1Oc1ccccc1	0	3	3	12	21	11	6	-3
COc1cccc(CN(C)CC2CCCN(CCc3ccccc3C)C2)c1 (configuration not stated)	5	-13	0	61*	4	-7	10	0
CCOC(=O)NC(=O)CSc1ccc(S(=O)(=O)N(C)C2CCCCC2)cn1	7	-1	5	-3	9	12	1	-1
CC(=O)OC(C)C[N+](C)(C)C (configuration not stated)	3	-3	-7	16	24	-5	13	-2
Cc1nn(-c2ccccc2)c(C)c1/C=N/NC(=O)c1cccs1	-3	-6	9	-74	-82	-40	4	3
CCOc1ccc(S(=O)(=O)NCCC(=O)Nc2nnc(C)s2)cc1	-2	-5	6	12	11	7	-5	-4
Clc1ccc2nc(N3CCNCC3)nc(-c3ccccc3)c2c1	-6	-22	28	-6	-1	0	?	4
CC(NC(=O)c1ccccc1N)c1ccccc1 (configuration not stated)	7	2	-3	0	5	-6	9	-8
COc1ccc(CNC(=O)COC(=O)c2[nH]c(C)c(C(C)=O)c2C)cc1OC	7	-4	2	-5	14	0	8	-3
COc1cccc(C2C(C#N)=C(N)Oc3cc(N)ccc32)c1OC (configuration not stated)	0	-4	-8	-8	0	9	11	19
COC(=O)c1sccc1NC(=O)CSCCc1ccccn1	8	-5	-2	-38	-2	9	1	-6
COc1cc(OC)cc(C(=O)NC(C(=O)N2CCC2)C(C)C)c1 (configuration not stated)	8	-8	-8	1	11	2	5	-3
c1ccc(CNc2ncnc3nc[nH]c23)nc1	-4	-4	3	8	13	-7	5	-4
CCCOc1ccc(C(=O)Nc2c[nH]c(=O)[nH]c2=O)cc1	24	8	-8	5	-5	11	6	-11
O=C1/C(=C/c2ccncc2)SC(=S)N1Cc1ccccc1	-4	2	7	8	10	10	0	25
Cc1c(C(=O)O)cnc2c([N+](=O)[O-])cnn12	-3	-6	6	2	7	-9	-7	-5
CN(c1ccccc1)S(=O)(=O)c1ccc(C(=O)Nc2nnc(C3CC3)o2)cc1	-1	5	-7	-1	-19	-1	-10	-10
Cc1cc(C(=O)COC(=O)c2cc(Cl)ccc2N)c(C)n1Cc1ccco1	-4	-4	9	-83	-137	-78	-2	-2
COc1ccc(CC(=O)OCC(=O)c2ccc(F)cc2)cc1	-7	-13	4	-1	-16	-9	-10	3

Single records, from the list above. Values in the order: SENP7 block | SENP8 block | Apaf-1 inh | Gli-Sufu antag | 697 NFkB inh | Jurkat NFkB inh | UBC13 polyUb | HKDC1 inh
Entry for COc1cccc(CN(C)CC2CCCN(CCc3ccccc3C)C2)c1 (configuration not stated) = 5 | -13 | 0 | 61* | 4 | -7 | 10 | 0
Entry for COC(=O)c1sccc1NC(=O)CSCCc1ccccn1 = 8 | -5 | -2 | -38 | -2 | 9 | 1 | -6
Entry for CC(=O)OC(C)C[N+](C)(C)C (configuration not stated) = 3 | -3 | -7 | 16 | 24 | -5 | 13 | -2
Entry for O=C(CC1C(=O)NCCN1CCCc1ccccc1)NCCc1ccccc1F (configuration not stated) = 2 | -3 | 27 | -3 | -13 | -19 | 10 | -10
Entry for Cc1cc(C(=O)COC(=O)c2cc(Cl)ccc2N)c(C)n1Cc1ccco1 = -4 | -4 | 9 | -83 | -137 | -78 | -2 | -2

Next records:
SMILES	SENP7 block	SENP8 block	Apaf-1 inh	Gli-Sufu antag	697 NFkB inh	Jurkat NFkB inh	UBC13 polyUb	HKDC1 inh
COCCC(=O)N1CCC(n2nccc2NC(=O)CCc2ccccc2)CC1	-1	-4	3	4	-1	-7	-3	1
O=C(N/N=C/c1ccc(F)cc1)c1c(O)c2ccccc2[nH]c1=O	4	10	1	-14	-1	-7	-8	-5
O=C(CSc1nc2ccccc2c(=O)n1NC(=O)Cc1ccccc1)NCc1ccccc1Cl	2	-7	13	10	2	-13	2	-2
CCN(CC)C(=O)n1cnc(-c2ccccc2)c1-c1ccccc1	-4	-7	9	-3	-1	-2	-3	-7
CC(c1nnnn1C(C)(C)C)N(Cc1cccnc1)Cc1ccccc1Cl (configuration not stated)	-1	-12	24	8	8	0	-19	4
COc1ccc(C(=O)COC(=O)CCN=C2NS(=O)(=O)c3ccccc32)cc1OC	8	4	-4	3	-10	-4	-7	2
COC(=O)c1ccc(NC(=O)COc2ccc(S(=O)(=O)NC(C)C)cc2)cc1	-10	-11	-13	8	-1	-3	-5	-8
O=C1CC(=O)N(Cc2ccco2)C(=S)N1	-5	9	7	-5	5	-3	16	17
CC1CCN(C(=O)c2ccc3c(Cl)c4c(nc3c2)CCCC4)CC1	9	4	12	-9	9	-28	3	-9
COc1cccc(NC(=O)NCc2c(-c3ccccc3)noc2C)c1	4	2	8	3	9	23	-10	-3
COc1ccc(Cl)c(Cn2c(NCc3ccccn3)nc3c2c(=O)n(C)c(=O)n3C)c1	2	5	-5	5	12	-7	-4	-9
O=C(Nc1cccnc1Cl)c1ccc(Cl)c([N+](=O)[O-])c1	1	3	-12	0	3	-3	-3	-10
O=c1nc2sc3ccccc3n2c(=O)n1-c1cccc(Cl)c1	5	1	-1	-59	-57	-101	-2	-4
COc1ccc(/C=N/Nc2nccnc2Cl)c(OC)c1	98*	91*	15	-47	-50	-76	-5	-13
Cc1ccc(-c2csc3nc[nH]c(=O)c23)cc1C	-8	2	6	0	-9	-5	0	-4
CCSc1ccccc1C(=O)N1CCN(c2ccc([N+](=O)[O-])cc2)CC1	6	-1	11	17	-44	24	-2	4
CC(=O)c1c[nH]c(C(=O)NC2CCCCCC2)c1	1	0	-5	-2	0	-12	-8	-7
O=C(CCN1CCC(c2ccccc2)C1)c1ccccc1 (configuration not stated)	3	-11	-8	3	15	5	-5	14
COc1cccc(CNC(=O)c2nnn(CC(=O)Nc3ccc(Br)cc3)c2N)c1	1	-3	-10	5	28	15	7	-2
Cc1cccc(NC(=O)C2CC(=O)OC23CCCCC3)c1 (configuration not stated)	-2	-2	-5	-10	21	-3	8	1
COC(=O)c1cn(-c2ccc(F)cc2)c(=O)c2ccccc12	-3	5	-1	-7	15	5	-1	-13
N#Cc1c(NC(=O)CSCC(=O)O)sc2c1CCCC2	0	-1	-3	1	2	9	13	-7
N=C1C(c2ccccc2)=C(O)CN1CCO	2	-5	-5	-27	-3	2	8	-13
Cc1ccc(-n2c(SCC(=O)NCC3CCCO3)nnc2-c2ccoc2C)cc1 (configuration not stated)	-2	-1	0	-2	11	-3	4	-7
CCOCCCNC(=S)N(CCO)Cc1cc2cc3c(cc2[nH]c1=O)OCCO3	0	2	4	-6	-2	-5	8	0

5 entries drawn at random from those above:
SMILES	SENP7 block	SENP8 block	Apaf-1 inh	Gli-Sufu antag	697 NFkB inh	Jurkat NFkB inh	UBC13 polyUb	HKDC1 inh
COc1ccc(/C=N/Nc2nccnc2Cl)c(OC)c1	98*	91*	15	-47	-50	-76	-5	-13
CCOCCCNC(=S)N(CCO)Cc1cc2cc3c(cc2[nH]c1=O)OCCO3	0	2	4	-6	-2	-5	8	0
O=C1CC(=O)N(Cc2ccco2)C(=S)N1	-5	9	7	-5	5	-3	16	17
CCN(CC)C(=O)n1cnc(-c2ccccc2)c1-c1ccccc1	-4	-7	9	-3	-1	-2	-3	-7
Cc1ccc(-c2csc3nc[nH]c(=O)c23)cc1C	-8	2	6	0	-9	-5	0	-4

(further entries)
SMILES	SENP7 block	SENP8 block	Apaf-1 inh	Gli-Sufu antag	697 NFkB inh	Jurkat NFkB inh	UBC13 polyUb	HKDC1 inh
O=C(OC(C(=O)NC1CCCC1)c1ccncc1)C1=Cc2ccccc2OC1 (configuration not stated)	3	-10	9	11	3	-12	7	-4
COC(=O)CSc1snnc1-c1ccc(F)cc1	2	2	-6	6	24	8	-1	-8
CCOc1ccc2nc3c(cc2c1)CN(CCOC)C(=NC)S3	2	3	8	4	-17	1	-4	-1
CC(=O)c1c(C)nc2ccc(Br)cc2c1-c1ccccc1	-4	-9	-5	6	0	-1	12	-10
COc1ccc(C(=O)CN(C(=O)c2ccc(Cl)cc2)N2C(=O)c3ccccc3C2=O)cc1	-8	-5	-9	-1	25	11	12	-5
CN1CCN(CCCNC(=O)Nc2cccc3ccccc23)CC1	13	-3	-1	9	12	-12	2	5
CCOC(=O)c1c(C)[nH]c(C(=O)OC/C(O)=C(\C#N)c2nc3ccccc3[nH]2)c1C	-2	-4	5	10	-17	-11	-15	2
Cn1c(=O)c([N+](=O)[O-])c(-n2cnc3ccccc32)c2ccccc21	10	0	-17	-5	-26	7	-5	2
O=C(CSc1oc(-c2ccco2)nc1S(=O)(=O)c1ccc(F)cc1)NCC1CCCO1 (configuration not stated)	-9	-8	5	0	-9	-3	-3	-4
N#Cc1ccc(Oc2ccc(-c3nc4ccccc4nc3-c3ccccc3)cc2)cc1C#N	-3	-14	9	15	1	10	0	-10
Cc1[nH]c(=O)[nH]c(=O)c1S(=O)(=O)N1CCCCC1	1	5	5	17	3	0	5	-5

Sorted by molecular weight (smallest number first): some entries from above.
SMILES	SENP7 block	SENP8 block	Apaf-1 inh	Gli-Sufu antag	697 NFkB inh	Jurkat NFkB inh	UBC13 polyUb	HKDC1 inh
Cn1c(=O)c([N+](=O)[O-])c(-n2cnc3ccccc32)c2ccccc21	10	0	-17	-5	-26	7	-5	2
CN1CCN(CCCNC(=O)Nc2cccc3ccccc23)CC1	13	-3	-1	9	12	-12	2	5
CCOC(=O)c1c(C)[nH]c(C(=O)OC/C(O)=C(\C#N)c2nc3ccccc3[nH]2)c1C	-2	-4	5	10	-17	-11	-15	2

Compounds as they come, and some 3.6% of all compounds hit somewhere here.
